High-throughput results deposited in PubChem by several laboratories.
eLon inh: E. coli protease La inhibition; P0A9M0; purified E. coli Lon protease, fluorescence polarization; inhibition, % at 7.94 µM; actives 0.42% (n = 360,000); in the data active means inhibition above about 13%, passing the limit was not always enough;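 further: 0% = enzyme with probe and DMSO and 100% = no enzyme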
Target sequence (P0A9M0 whole entry, looked up): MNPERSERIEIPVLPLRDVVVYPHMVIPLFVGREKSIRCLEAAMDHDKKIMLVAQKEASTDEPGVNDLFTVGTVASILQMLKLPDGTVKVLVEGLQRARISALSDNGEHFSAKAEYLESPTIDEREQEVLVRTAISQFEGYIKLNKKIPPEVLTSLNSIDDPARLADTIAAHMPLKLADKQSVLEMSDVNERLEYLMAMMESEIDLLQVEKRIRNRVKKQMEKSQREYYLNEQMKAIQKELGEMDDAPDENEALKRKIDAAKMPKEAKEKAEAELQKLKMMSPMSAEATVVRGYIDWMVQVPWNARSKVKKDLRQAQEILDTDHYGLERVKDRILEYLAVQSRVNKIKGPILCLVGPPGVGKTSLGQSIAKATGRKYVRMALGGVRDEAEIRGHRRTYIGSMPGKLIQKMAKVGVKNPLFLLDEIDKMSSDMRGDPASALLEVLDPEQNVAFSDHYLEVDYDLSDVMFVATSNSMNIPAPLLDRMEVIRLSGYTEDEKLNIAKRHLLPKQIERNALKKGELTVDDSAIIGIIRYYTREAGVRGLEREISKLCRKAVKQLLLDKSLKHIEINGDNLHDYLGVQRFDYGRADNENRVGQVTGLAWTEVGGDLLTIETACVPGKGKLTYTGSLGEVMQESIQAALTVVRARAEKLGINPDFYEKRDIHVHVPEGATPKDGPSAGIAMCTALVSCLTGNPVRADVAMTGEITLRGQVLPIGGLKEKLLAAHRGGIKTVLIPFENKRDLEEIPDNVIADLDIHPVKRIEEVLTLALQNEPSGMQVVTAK
Scp-1 inhibitor: Scp-1 (human) phosphatase inhibition; Recombinant Scp1, phosphopeptide, malachite green phosphate absorbance; inhibition, % at 20 µM; actives 0.88% (n = 340,000);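 active means inhibition above about 50% at 20 µM, limit read from the data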;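 further: plate controls were DMSO wells with enzyme for no effect and wells lacking enzyme for full effect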
Target sequence (Q9GZU7 76-261 limits assumed): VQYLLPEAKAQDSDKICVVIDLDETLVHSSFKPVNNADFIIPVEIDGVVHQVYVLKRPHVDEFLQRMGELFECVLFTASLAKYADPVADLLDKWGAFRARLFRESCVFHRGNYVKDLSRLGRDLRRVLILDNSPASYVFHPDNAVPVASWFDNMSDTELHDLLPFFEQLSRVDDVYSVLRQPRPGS
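Assay system: SCP-1 catalytic fragment, aa 76-261 | Buffer or medium: Tris acetate buffer pH 5.5 with MgCl2 and Tween-20 | Compound: One concentration, 20 µM, with 1.0% DMSO | Also added: Phospho 17-mer peptide substrate | Signal: Absorbance at 630 nm | Incubation: 45 min enzyme reaction at room temperature | Measure: % inhibition of SCP-1 phosphate liberation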
STEP inh: STEP (human) phosphatase inhibition | recombinant STEP, OMFP fluorogenic substrate, fluorescence | inhibition, % at 20 µM | actives 0.25% (n = 360,000);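 active means inhibition at 20 µM, scaled per plate between control wells, above about 37%, limit read from the data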;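 further: 0% = DMSO with enzyme and substrate and 100% = substrate only without enzyme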
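System: isolated STEP enzyme; schedule: 20 min enzyme reaction at room temperature, protected from light; medium: Bis-Tris buffer pH 6.0, 2.5 mM DTT, 0.005% Tween 20; signal: fluorescence, 480/540 nm; dosing: single compound dose of 20 µM, 1% DMSO final; also added: OMFP substrate, 25 µM final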
NRP1-CendR mod: NRP-1/CendR interaction modulation | O14786 | FAM-RPARPAR peptide binding to NRP-1, fluorescence polarization | inhibition, % at 25 µM | actives 0.85% (n = 360,000);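 active means inhibition or corrected inhibition above about 18%, plus a signal ratio from 0.5 to 1.5, limit read from the data, passing the limit was not always enough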; further: strong numbers were not always called active
SUMO1 PPI mod: SUMO1-SIM interaction modulation; SUMO1 binding to a labelled peptide, TR-FRET, 1 h; inhibition, % at 20 µM; actives 0.33% (n = 360,000); AID 602429; in the data active means inhibition above about 37%
Target sequence (P63165 whole entry, looked up): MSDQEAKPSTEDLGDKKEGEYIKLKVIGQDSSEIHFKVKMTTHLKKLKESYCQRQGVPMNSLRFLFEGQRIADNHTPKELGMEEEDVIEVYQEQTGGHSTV
DNMT1 block: inhibitors of human DNMT1 | inhibition (reported as % activation of signal), % at 10 µM | DNMT1 molecular beacon, Hinp1I cleavage, fluorescence | AID 588458 | actives 0.83% (n = 360,000); in the data active means inhibition above about 50%
LMPTP inh: blocks human LMPTP phosphatase; recombinant LMPTP-A, OMFP fluorogenic substrate, fluorescence intensity; inhibition, % at 20 µM; actives 0.22% (n = 360,000);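 active means compounds that cut the enzyme signal by at least half of the control window in the single-dose screen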;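 further: plate controls were DMSO wells with enzyme plus substrate for no effect and substrate without enzyme for full effect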
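Test system – LMPTP-A enzyme · Amount – LMPTP-A at 0.625 nM final in the reaction · Buffer or medium – Bis-Tris pH 6.0, DTT, detergent · Reagent – OMFP 400 µM · Doses – single 20 µM dose · Schedule – reaction 50 min, room temperature, dark · Detection – fluorescence intensity of OMFP turnover product · Evaluation – percent inhibition versus substrate-only and uninhibited controls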
MsrA act: activators of bovine methionine sulfoxide reductase A. activation, % at 10.6 µM. purified bovine MsrA, absorbance read-out. actives 0.3% (n = 360,000); in the data active means activation above about 7.5%;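 further: 0% = vehicle and 100% = reference activator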
MsrA inhibitor: inhibitors of bovine MsrA | purified bovine MsrA, absorbance read-out | inhibition, % at 15.5 µM | actives 0.75% (n = 360,000) | AID 651718; in the data active means inhibition above about 4.5%;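 further: 0% = vehicle wells with enzyme and 100% = reference inhibitor wells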
TbMetRS inhib: Trypanosoma brucei MetRS inhibition | actives 0.4% (n = 360,000) | inhibition, % at 11.9 µM | AID 624268 | purified T. brucei MetRS, ATP depletion, Kinase-Glo luminescence;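 active means inhibition above a per-plate cutoff of the control wells' mean inhibition plus 3 SD, cut at about 5.5% in these data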;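 further: 0% = DMSO wells median and 100% = median of wells with control inhibitor compound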
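Material – parasite MetRS enzyme · Medium – HEPES-MgCl2-KCl buffer plus DTT, spermine, BSA, pyrophosphatase · Reagent – ATP, methionine and E. coli bulk tRNA substrates · Times – 15 min enzyme-compound preincubation, 2 h reaction, 10 min detection, 25 °C · Measured by – luminescence of leftover ATP · Evaluation – percent inhibition relative to median high and low control wells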
* hit, by the source's call; . = not tested or not shown.

| Molecule | eLon inh | Scp-1 inhibitor | STEP inh | NRP1-CendR mod | SUMO1 PPI mod | DNMT1 block | LMPTP inh | MsrA act | MsrA inhibitor | TbMetRS inhib |
| --- | --- | --- | --- | --- | --- | --- | --- | --- | --- | --- |
| CCn1cc(S(=O)(=O)NC2CCCCC2)cn1 | -5.3 | -8.3 | -2.9 | -6.1 | -2.0 | 0.8 | -1.1 | -2.6 | 1.0 | -0.3 |
| O=C1C=C(O)CC(c2cccs2)C1 (centres undefined) | -10.6 | -3.9 | -2.2 | -4.2 | 4.6 | 7.2 | 1.2 | -11.5 | -0.7 | -1.6 |
| Cc1nc2ccccc2n1CC(=O)NC1CCCC1 | -7.4 | -6.9 | -2.9 | -2.7 | -1.6 | -2.8 | 0.5 | -9.8 | -0.5 | -1.0 |
| COc1ccc(C2NN=C(c3ccc(C)cc3)S2)cc1OC (centres undefined) | 5.2 | -12.7 | -1.8 | 4.4 | -10.0 | -1.9 | 1.6 | -4.4 | 2.2 | 0.0 |
| COc1ccc2c(c1)c1nc3ccccc3nc1n2CCCN1C(=O)c2ccccc2C1=O | -10.3 | -6.8 | -4.0 | -91.6 | 1.9 | 0.7 | -0.1 | 1.1 | 0.8 | -0.7 |
| CCOC(=O)C1(Cc2ccccc2)CCN(Cc2nccn2CC)CC1 | -3.7 | -1.1 | 1.1 | 3.4 | -0.3 | 0.6 | 0.2 | -1.0 | 0.5 | 0.1 |
| Cc1ccc(C(=O)NCC(=O)N2CCCC(C(F)(F)F)C2)s1 (centres undefined) | 5.5 | -0.1 | 2.0 | 5.3 | 0.8 | 7.4 | 0.3 | -11.5 | -0.2 | -0.5 |
| COc1cc(C)cc2c1OC(c1ccccc1)CC2=O (centres undefined) | -1.9 | -12.4 | -0.6 | 16.1 | -1.6 | -3.6 | -0.4 | -3.6 | -0.2 | -0.3 |
| CCc1ccc(/C=C2\SC(N3CCOCC3)=NC2=O)cc1 | -7.7 | -4.5 | 1.5 | 11.6 | -25.1 | 1.9 | 0.1 | -6.8 | 3.6 | -0.8 |
| Cc1ccc(S(=O)(=O)N(CC(=O)NN=C2CCN(C)CC2)c2ccc(F)cc2)cc1 | 1.1 | -6.4 | -0.4 | -12.9 | 2.0 | 2.8 | -0.3 | -2.2 | 1.7 | -0.1 |
| Cc1ccc(S(=O)(=O)CC(=O)Nc2nnc(C(C)C)s2)cc1 | 11.8 | -2.0 | -2.3 | 10.2 | 1.9 | -0.3 | -1.6 | -1.2 | 2.3 | -0.1 |
| CC(C)C(=O)N(c1ccc2oc(=O)sc2c1)S(=O)(=O)c1ccccc1 | -12.0 | -3.4 | -3.7 | -12.4 | 1.7 | 5.3 | -3.1 | -2.5 | 1.8 | -0.7 |
| CSCCC(NS(=O)(=O)c1ccc(C)cc1)C(=O)N(C)CC(=O)Nc1ccccc1Br (centres undefined) | -9.6 | -5.2 | -3.3 | 3.9 | -0.2 | 0.0 | -0.4 | -1.0 | -0.7 | -0.6 |
| N#C/C(=C1/CCCN1)c1ccccn1 | -2.5 | -8.4 | -0.5 | -3.9 | -1.5 | 6.8 | -1.0 | -2.9 | 2.2 | -0.1 |
| COC(=O)c1ccc(OC(=O)CS(=O)c2ccccc2[N+](=O)[O-])cc1 (centres undefined) | -3.6 | -4.5 | 1.0 | 9.7 | -12.9 | 3.3 | -1.4 | -1.4 | 0.6 | -0.2 |

Sorted by the number under NRP1-CendR mod (descending): 3 from the list above
Structure,NRP1-CendR mod
O=C1C=C(O)CC(c2cccs2)C1 (centres undefined),-4.2
Cc1ccc(S(=O)(=O)N(CC(=O)NN=C2CCN(C)CC2)c2ccc(F)cc2)cc1,-12.9
COc1ccc2c(c1)c1nc3ccccc3nc1n2CCCN1C(=O)c2ccccc2C1=O,-91.6

Carrying on:
| Molecule | eLon inh | Scp-1 inhibitor | STEP inh | NRP1-CendR mod | SUMO1 PPI mod | DNMT1 block | LMPTP inh | MsrA act | MsrA inhibitor | TbMetRS inhib |
| --- | --- | --- | --- | --- | --- | --- | --- | --- | --- | --- |
| COC(=O)c1c(NC(=O)C(=O)NCCCN2CCOCC2)sc2c1CCCC2 | 5.0 | -2.5 | 3.7 | -2.1 | -9.2 | 9.3 | -0.7 | -4.5 | 0.0 | 0.0 |
| CCN1CCN(c2ccc(S(=O)(=O)N3CCOCC3)cc2NC(=O)c2ccc(C)c(C)c2)CC1 | -3.2 | -3.8 | -1.3 | 0.2 | -0.1 | 2.4 | -0.3 | -2.0 | -0.5 | -0.2 |
| CC(C)Oc1ccc(CCC(=O)N/N=C/c2ccncc2)cc1 | 0.8 | -7.2 | -1.6 | -8.8 | -2.3 | 3.1 | -1.6 | -4.1 | 1.2 | -0.2 |
| Cc1cc(C)cc(C(=O)NCCC(=O)NCc2cc(=O)n(C)c(=O)n2C)c1 | -7.8 | -8.0 | -1.7 | 9.8 | 4.0 | 0.9 | -3.2 | -0.9 | -0.4 | -0.2 |
| C=CC[C@H](CC(=O)NCCO)C(=O)N[C@@H](COC(=O)[C@H](CC=C)CC(=O)OC(C)(C)C)Cc1ccccc1 | -6.1 | -8.3 | 0.1 | 3.4 | -1.0 | 2.6 | 0.5 | 0.7 | -0.9 | -0.5 |
| CCNC(=O)C1CCCN(C(=O)c2ccc(OC)c(OC)c2)CC1 (centres undefined) | -7.6 | . | -0.1 | -1.4 | 2.5 | 0.4 | -0.4 | 0.6 | 1.2 | -0.2 |
| O=C(NCCc1c[nH]c2ccccc12)/C(=C/c1ccco1)NC(=O)c1ccco1 | -3.4 | -6.5 | 0.5 | 5.2 | 2.6 | -2.7 | -0.9 | -3.0 | 0.1 | -1.5 |
| COc1cc([N+](=O)[O-])ccc1NC(=O)CN1CCN(C(=O)c2ccco2)CC1 | 4.4 | -1.0 | -0.5 | 7.9 | -19.0 | 3.4 | -1.6 | -10.2 | 0.9 | -1.3 |
| CCC(C)c1ccc(NC(=O)NCCN2CCCCC2)cc1 (centres undefined) | 0.1 | -2.4 | 2.9 | 3.9 | 3.8 | -4.3 | -2.3 | 0.5 | -1.7 | -0.6 |
| COc1ccc(S(=O)(=O)N2CCN(C(=O)c3cc4c(s3)CCC4)CC2)cc1 | -0.9 | 84.3* | 36.4 | -6.3 | 32.4 | 99.9* | 56.9* | -3.1 | 0.4 | -0.1 |
| Cc1ccc2nc(-c3ccc(Cl)cc3)c(Cc3ccccc3C(F)(F)F)n2c1 | -5.3 | . | -0.7 | -8.3 | 0.3 | -1.9 | 3.5 | -1.0 | 0.5 | 0.2 |
| O=C(OCn1nnc2ccccc2c1=O)c1ccc2ncsc2c1 | -6.1 | -6.0 | -8.0 | 4.7 | -0.6 | -6.4 | -0.1 | 6.8 | -0.4 | 0.1 |
| CCn1c(SCC(=O)NCCc2ccccc2)nc2sc3c(c2c1=O)CCN(C)C3 | -4.7 | -12.8 | -0.5 | -14.9 | -2.1 | -4.8 | 7.1 | -6.7 | 2.4 | -0.7 |
| N#CC(C(=O)c1ccc(S(=O)(=O)N2CCCCCC2)cc1)c1nc2ccccc2[nH]1 (centres undefined) | -0.4 | -7.2 | -1.3 | -7.8 | -0.4 | -3.2 | 0.5 | 0.8 | 1.2 | -0.4 |
| CC(=O)c1ccc(N2C(=NC(=O)CCC3CCCC3)SC3CS(=O)(=O)CC32)cc1 (centres undefined) | -0.7 | -4.5 | -1.6 | -8.4 | -1.8 | 0.7 | -1.8 | -1.1 | -0.4 | -0.5 |
| CS(=O)(=O)N(CCc1ccccc1)CC(=O)NCc1ccccn1 | -5.1 | -8.3 | 3.0 | -22.0 | -0.7 | 2.0 | 0.5 | -0.8 | -0.8 | 0.4 |
| CCOc1ccccc1-n1c(SCC(=O)NC2CCCC2)nnc1-c1ccoc1C | -9.3 | -3.3 | 0.7 | -8.4 | 0.9 | -1.4 | -0.4 | 0.4 | -1.0 | -0.2 |
| Cc1cccc(C)c1N1CCN(c2cc(Cl)nc(N)n2)CC1 | 6.4 | -5.9 | 0.4 | -4.5 | -4.4 | 1.7 | 2.1 | -1.4 | -0.9 | -1.3 |
| COc1ccc(-c2csc(NC(=O)c3cc(C)oc3C)n2)cc1OC | -34.2 | -1.8 | -1.8 | -27.6 | 4.7 | -12.8 | 1.2 | -9.9 | -0.6 | -0.7 |
| Cc1cc(N)c(C)c([N+](=O)[O-])c1C | -1.4 | -3.7 | 1.6 | 30.9* | 4.0 | 4.7 | -0.9 | -4.2 | -1.4 | -0.5 |
| CCCn1c(SCC(=O)NC2CC2)nnc1-c1ccccn1 | 7.5 | -1.4 | -1.2 | 6.5 | -0.7 | -1.2 | 0.0 | -5.4 | -0.3 | -0.2 |
| CCOc1ccc(N2C(=O)/C(=C/c3ccccc3OCC(=O)OC)N(CC(=O)OC)C2=S)cc1 | -3.3 | -10.4 | -0.7 | -5.2 | -11.0 | -1.0 | 2.6 | -2.4 | 1.6 | -0.5 |
| Cc1cc(C)n(-c2nc3ccccc3c(=O)n2OCC(C)C)n1 | -4.2 | -3.0 | 2.3 | -2.4 | 0.8 | 1.8 | 0.3 | -1.9 | 0.3 | -1.1 |
| Cc1ccc(-c2cc(C(=O)O)n[nH]2)s1 | 1.5 | 0.7 | 0.0 | 6.5 | 2.1 | -3.0 | -0.7 | -2.9 | 2.1 | -0.1 |
| CN1C(C(=O)Nc2ccc(F)cc2F)=CC(c2cccs2)=NS1(=O)=O | 6.8 | -11.9 | 0.2 | -13.4 | -9.6 | 1.2 | 1.7 | -1.0 | 2.8 | 0.5 |
| O=C(NCCc1ccccc1Cl)C1CCC(=O)N(Cc2cccc(C(F)(F)F)c2)C1 (centres undefined) | 12.7 | -11.8 | 1.3 | 14.9 | -3.4 | 0.4 | 0.0 | -1.7 | 0.6 | 0.4 |
| CC1Sc2ccc(S(=O)(=O)N(C)Cc3ccccc3)cc2NC1=O (centres undefined) | -8.5 | -1.7 | -2.1 | 24.9 | 3.7 | 8.2 | 0.4 | -3.2 | 2.2 | 0.1 |
| CCN(CC)CCNC(=O)C1c2ccccc2C(=O)N(C)C1c1cn(C)c2ccccc12 (centres undefined) | -7.9 | -15.9 | 1.0 | 3.1 | -1.4 | 2.1 | -1.5 | -3.0 | 0.9 | -1.6 |
| CCCc1nnc(NC(=O)CCC(=O)N2CCN(Cc3ccc(Cl)cc3)CC2)s1 | -1.2 | -3.8 | 2.3 | -3.7 | 1.7 | -2.9 | -0.4 | -2.3 | -0.2 | -0.5 |
| CCOC(=O)N1CCN(C(=O)c2ccc(CNS(=O)(=O)c3ccc(C)cc3)cc2)CC1 | -2.3 | -2.2 | -3.4 | -1.0 | 2.4 | 1.3 | 0.9 | -1.1 | -0.4 | -0.3 |
| Cc1ccc(C)c2c1CCC(=Cc1ccccc1[N+](=O)[O-])C2=O | -8.4 | . | 2.6 | 5.8 | -7.6 | 6.3 | 0.5 | -3.7 | -0.1 | -0.3 |
